TAAR1 agonist – human TAAR1 agonists, primary screen, Fluo-8 calcium fluorescence, CHO RD-HGA16 cells. AID 624467, 2012. vehicle wells 0%, saturating PEA agonist 100%. 0.99% of 360,000 active. Trace amine-associated receptor 1 (Homo sapiens), Q96RJ0. activation, % at 3 µM;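 active = activation above the mean activation of all test compounds in the run plus 3 SD, cut at about 38% in these data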
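System: CHO-derived RD-HGA16 cells with stable Gα16 and human TAAR1 / Times: 17-24 h plating, Fluo-8 75 min 37 °C, 30 min RT / Technique: calcium-sensitive Fluo-8 signal, excitation 470-495, emission 515-575 nm / Measure: % activation relative to PEA EC100 response / Benchmarks: DMSO and PEA EC100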
CHO-K1 Ca ag – counter-screen for M1 agonists: effect in parental CHO-K1 cells; activation, % at 3 µM; Fluo-8 calcium fluorescence; scaled to maximal ATP response, vehicle zero; 0.48% of 360,000 active; in the data active = activation above about 15%;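 also: untransfected CHO-K1 host cells lacking M1 receptor as counterscreen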
CHO parental Ca – ATP-evoked calcium signal inhibitors, parental CHO, primary screen, counter-screen for OX1R antagonist project, cell-based, fluorescence, Fluo-8 calcium dye; parental CHO-K1, ATP-induced calcium, Fluo-8 fluorescence; inhibition, % at 5.6 µM; 0.63% of 330,000 active;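 active = inhibition above that plate's mean sample inhibition plus 3 SD, cut at about 26% in these data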;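 also: 0% = ATP-challenged DMSO wells and 100% = DMSO wells without ATP; some compounds past the cut are filed as inactive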
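Measured by: calcium-sensitive Fluo-8 fluorescence / Test system: CHO parental line / Controls: ATP-challenged DMSO wells low, unchallenged DMSO wells high / Measure: % inhibition / Compound: single nominal dose of 5.6 µM per compound / Replicates: single well per compound, no replicates / Reagent: ATP as calcium-mobilizing challenge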
OXTR potentiate – human OXTR potentiators, primary screen, fluorescence, CHO-OTR cells, Fluo-8 calcium | Oxytocin receptor (Homo sapiens), P30559 | Fluo-8 calcium fluorescence, potentiator mode; 0% = oxytocin EC15, 100% = EC100 | activation, % at 3 µM | 0.061% of 320,000 active | AID 2445, 2010;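 active = activation above that plate's cutoff, the mean activation of tested compounds plus 3 SD, cut at about 6.6% in these data, passing the limit was not always enough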;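 also: 100% uses oxytocin at 75 nM as the full agonist control; some results filed as inactive read as strong as hits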
Target sequence (P30559 whole entry, looked up): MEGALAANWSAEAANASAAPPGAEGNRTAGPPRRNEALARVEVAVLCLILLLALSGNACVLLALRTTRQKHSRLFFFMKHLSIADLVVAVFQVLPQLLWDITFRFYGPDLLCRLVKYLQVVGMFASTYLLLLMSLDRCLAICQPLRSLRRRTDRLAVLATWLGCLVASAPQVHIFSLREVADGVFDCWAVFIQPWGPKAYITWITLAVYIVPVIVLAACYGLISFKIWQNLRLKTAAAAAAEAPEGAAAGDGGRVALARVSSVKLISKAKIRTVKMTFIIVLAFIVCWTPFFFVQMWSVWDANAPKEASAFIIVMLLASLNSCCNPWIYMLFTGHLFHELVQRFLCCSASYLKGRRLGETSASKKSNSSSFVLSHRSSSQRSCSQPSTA
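assay system = CHO-OTR cells, human receptor | schedule = compound 6 min at room temperature before oxytocin, 100 s read | detection = Fluo-8 intracellular calcium fluorescence, ex 470-495, em 515-575 nm | evaluation = normalized max/min fluorescence ratio, % activation | control set = EC15 oxytocin alone as 0%, 75 nM oxytocin (EC100) as 100%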
M1 PAM parental – nonselective calcium activators in parental CHO-K1 cells, primary screen, counter-screen for M1 PAM project, cell-based, Fluo-8 calcium fluorescence, full deck, 1536-well; ATP EC20; 0% at ATP EC20, 100% at ATP max; activation, % at 3 µM; 0.02% of 360,000 active; AID 602247, 2012;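 active = activation above the run cutoff, the mean activation of all test compounds plus 3 SD, cut at about 40% in these data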;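 also: peak over basal fluorescence ratio in a 140 s read after ATP addition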
TAAR1 antagonist – human TAAR1 antagonists, primary screen, Fluo-8 calcium fluorescence, CHO RD-HGA16 cells; Trace amine-associated receptor 1 (Homo sapiens), Q96RJ0; antagonist; inhibition, % at 3 µM; 1.5% of 360,000 active; AID 624466, 2012;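 active = inhibition above a per-plate cutoff, the mean inhibition of test compounds on that plate plus 3 SD, cut at about 49% in these data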;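 also: 0% = DMSO plus EC80 beta-PEA response and 100% = DMSO alone without agonist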
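Assay system: RD-HGA16 CHO cells with stable hTAAR1 and Gα16 / Reagent: EC80 β-phenethylamine stimulus / Doses: 3 µM, single point / Timing: dye loading 75 min at 37 °C, then 30 min room temperature / Measured by: Fluo-8 intracellular calcium dye fluorescence, real-time kinetic reads / Controls: vehicle wells and EC80 agonist wells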
CHO-K1 Ca antag – counter-screen for M1 antagonists: effect in parental CHO-K1 cells | ATP-induced calcium, Fluo-8 fluorescence | AID 602250 | 0.6% of 360,000 active | inhibition, % at 3 µM;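 active = inhibition above a per-plate cutoff, the plate's mean sample inhibition plus 3 SD, cut at about 24% in these data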;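 also: 0% = DMSO plus EC80 ATP and 100% = DMSO alone without ATP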
CHRM1 antagonist – human M1 muscarinic receptor antagonists, primary screen, CHO-K1 cells, Fluo-8 calcium fluorescence, 1536-well | Muscarinic acetylcholine receptor M1 (Homo sapiens), P11229 | 1.3% of 360,000 active | CHO-K1 hM1, ACh EC80 antagonist | inhibition, % at 3 µM;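 active = percent inhibition above its own plate's cutoff, namely the mean of that plate's compound wells plus 3 SD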;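 also: peak over basal fluorescence ratio during 140 s after agonist addition; 0% = ACh EC80 plus DMSO and 100% = DMSO alone without agonist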
Target sequence (P11229 whole entry, looked up): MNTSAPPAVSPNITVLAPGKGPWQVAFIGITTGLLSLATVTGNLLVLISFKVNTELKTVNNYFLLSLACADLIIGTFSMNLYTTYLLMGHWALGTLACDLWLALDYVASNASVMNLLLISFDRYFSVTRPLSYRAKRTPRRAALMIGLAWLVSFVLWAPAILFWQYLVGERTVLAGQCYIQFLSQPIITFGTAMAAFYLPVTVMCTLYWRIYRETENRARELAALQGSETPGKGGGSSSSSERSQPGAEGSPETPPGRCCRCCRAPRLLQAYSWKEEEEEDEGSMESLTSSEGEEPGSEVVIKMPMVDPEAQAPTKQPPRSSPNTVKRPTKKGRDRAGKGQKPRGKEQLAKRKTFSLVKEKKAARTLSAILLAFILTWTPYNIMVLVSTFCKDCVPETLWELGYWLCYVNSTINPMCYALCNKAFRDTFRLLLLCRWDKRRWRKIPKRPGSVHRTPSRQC
M1 ag – human M1 muscarinic receptor agonists, primary screen, Fluo-8 calcium fluorescence, CHO-K1 cells, HTS | activation, % at 3 µM | 0.33% of 360,000 active | CHO-K1 hM1, agonist mode; 0% DMSO, 100% acetylcholine EC100;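 active = activation above the run's mean compound activation plus 3 SD, cut at about 16% in these data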;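 also: peak over basal fluorescence ratio within a 140 s kinetic read after compound addition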
Numbers without * were called inactive; / = no result given. Compounds as they come; 4.2% or so of the library scored in one or more.

SMILES	TAAR1 agonist	CHO-K1 Ca ag	CHO parental Ca	OXTR potentiate	M1 PAM parental	TAAR1 antagonist	CHO-K1 Ca antag	CHRM1 antagonist	M1 ag
Cc1ccc(-n2[nH]c(C)c(/C=N/N3C(=O)c4cccc5cccc(c45)C3=O)c2=O)cc1	23	-0.2	7	-16	15	-2	4	6	-4
CCN(CC)CCCNC(=O)c1ccc(C)c(NC(=O)C2=C(C)OCCS2)c1	7	1.0	-5	-9	6	-25	-8	-9	-6
NC(=O)C1(c2ccccc2)CCC(=O)N1c1ccccc1 (configuration not stated)	1	3.9	-3	4	8	-16	-4	6	-2
COc1ccc(CCNC(=O)Cn2cccc2C(=O)c2ccccc2)c(OC)c1	5	0.2	-31	-1	18	-24	-14	-5	-4
Cc1ccc(S(=O)(=O)NCC(=O)NCc2ccncc2)cc1	9	0.1	-10	-10	-6	-1	5	-23	-5
CCc1cccc(C)c1NC(=O)CSc1nc(-c2ccccc2F)nc2nc[nH]c12	0	0.8	11	-6	21	-9	-7	-4	-7
Cc1c(C)n(CCCN(C)C)c2ncnc(Nc3ccccc3)c12	-2	1.0	-10	-8	9	-7	-17	-14	-11
COc1c(Cl)cccc1-c1cn2ccccc2n1	0	0.5	-6	-1	13	13	-9	2	-6
CCOc1ccccc1C(=O)NCC(=O)OCC(=O)c1c(N)n(C)c(=O)n(C)c1=O	-1	0.7	-7	-2	-2	1	-8	10	0
O=C(CCCn1c(=O)[nH]c2ccsc2c1=O)N1CCCCC1	4	0.0	-21	-20	-13	-10	-3	-6	1
COc1ccccc1NS(=O)(=O)c1cccc(C(=O)NNC(=O)C(C)NC(=O)c2ccco2)c1 (configuration not stated)	10	1.2	-4	-3	11	-12	-20	-8	-3
CC1CCN(S(=O)(=O)c2ccc(NC(=O)N3c4ccccc4Sc4ccccc43)cc2)CC1	3	0.5	-24	2	8	-15	-3	10	-5
COc1ccc(/C=N/NC(=O)C2C(C=C(Cl)Cl)C2(C)C)c(OC)c1 (configuration not stated)	-3	-0.6	-5	-10	-13	4	5	26	-6
CC(NC(=O)C1CCC(C(C)(C)C)CC1)C(c1ccccc1)N1CCOCC1 (configuration not stated)	0	-0.4	-23	-3	-10	13	6	-4	-9
CCOc1ccc(C(=O)Cc2ccc3oc(C(=O)O)cc3c2)c(O)c1	16	-0.1	-4	2	1	-5	-1	-23	-1
CC(NC(=O)c1ccc(Br)cc1)c1ccccc1 (configuration not stated)	1	0.0	-14	-3	-5	0	1	5	-7
CNC(=O)c1sc(-c2ccccc2)nc1C	3	0.5	-15	-13	22	6	-8	-3	-2
Cc1cccc[n+]1CC(=O)N1c2ccccc2Sc2ccccc21	9	0.3	-4	-3	13	11	-5	99*	-13
C=CCc1cccc2cc(C(=O)N(CC)CC)c(=O)oc12	2	-0.1	-10	-3	-1	106*	1	-4	-5
Cc1cc(=O)oc2cc(OCC3CC(c4ccccc4Cl)=NO3)ccc12 (configuration not stated)	21	1.2	4	-8	16	15	-46	-6	-6

By substructure, the entries above containing a carbonyl joined to an NH by a bond outside any ring
SMILES	TAAR1 agonist	CHO-K1 Ca ag	CHO parental Ca	OXTR potentiate	M1 PAM parental	TAAR1 antagonist	CHO-K1 Ca antag	CHRM1 antagonist	M1 ag
CCN(CC)CCCNC(=O)c1ccc(C)c(NC(=O)C2=C(C)OCCS2)c1	7	1.0	-5	-9	6	-25	-8	-9	-6
NC(=O)C1(c2ccccc2)CCC(=O)N1c1ccccc1 (configuration not stated)	1	3.9	-3	4	8	-16	-4	6	-2
COc1ccc(CCNC(=O)Cn2cccc2C(=O)c2ccccc2)c(OC)c1	5	0.2	-31	-1	18	-24	-14	-5	-4
Cc1ccc(S(=O)(=O)NCC(=O)NCc2ccncc2)cc1	9	0.1	-10	-10	-6	-1	5	-23	-5
CCc1cccc(C)c1NC(=O)CSc1nc(-c2ccccc2F)nc2nc[nH]c12	0	0.8	11	-6	21	-9	-7	-4	-7
CCOc1ccccc1C(=O)NCC(=O)OCC(=O)c1c(N)n(C)c(=O)n(C)c1=O	-1	0.7	-7	-2	-2	1	-8	10	0
COc1ccccc1NS(=O)(=O)c1cccc(C(=O)NNC(=O)C(C)NC(=O)c2ccco2)c1 (configuration not stated)	10	1.2	-4	-3	11	-12	-20	-8	-3
CC1CCN(S(=O)(=O)c2ccc(NC(=O)N3c4ccccc4Sc4ccccc43)cc2)CC1	3	0.5	-24	2	8	-15	-3	10	-5
COc1ccc(/C=N/NC(=O)C2C(C=C(Cl)Cl)C2(C)C)c(OC)c1 (configuration not stated)	-3	-0.6	-5	-10	-13	4	5	26	-6
CC(NC(=O)C1CCC(C(C)(C)C)CC1)C(c1ccccc1)N1CCOCC1 (configuration not stated)	0	-0.4	-23	-3	-10	13	6	-4	-9
CC(NC(=O)c1ccc(Br)cc1)c1ccccc1 (configuration not stated)	1	0.0	-14	-3	-5	0	1	5	-7
CNC(=O)c1sc(-c2ccccc2)nc1C	3	0.5	-15	-13	22	6	-8	-3	-2

Going on with the list.
SMILES	TAAR1 agonist	CHO-K1 Ca ag	CHO parental Ca	OXTR potentiate	M1 PAM parental	TAAR1 antagonist	CHO-K1 Ca antag	CHRM1 antagonist	M1 ag
CN(C)S(=O)(=O)n1cnc([C@H]2c3c(ncn3Cc3ccccc3)C[C@H]3COC(=O)[C@@H]32)c1	7	0.7	-10	-2	20	6	-13	-7	-6
CCSc1nnc(NC(=O)C(Cc2ccccc2)n2cccc2)s1 (configuration not stated)	-1	0.3	-13	-3	5	-8	2	-9	-2
CCNC(=S)NNC(=O)CCn1cc(C)cn1	1	-0.2	-12	8	9	-11	-1	-11	-8
CC(SCc1ccccc1)C(=O)Nc1ccccc1-c1ccccc1 (configuration not stated)	7	-0.1	-15	-5	29	2	-9	-11	-12
COc1ccc(-c2nc(N)ncc2-c2ccccc2)c(O)c1	2	0.1	-15	-19	-5	12	-2	-2	-3
CN1OC[C@@H]2CN(C(=O)CCc3ccccc3)[C@H](c3cccc(N4CCOCC4)c3)C[C@@H]21	3	0.0	/	/	12	-30	-8	-1	-5
CC(=O)c1ccccc1NC(=O)COc1ccc(N(C)S(=O)(=O)c2ccc(C)c(C)c2)cc1	0	0.2	-9	-6	-5	41	-14	-8	5
O=C(NC1CCCCC1)N(C1=NCCCCC1)c1ccc(Br)cc1	5	1.2	-6	-4	17	-22	-13	4	-15
COc1ccc(CCN(Cc2cccs2)S(=O)(=O)c2ccc(C(=O)O)cc2)cc1OC	2	0.6	0	-7	10	-7	-18	-9	-5
Cc1nc2cc(-c3ccccc3)nn2c(C)c1CCC(=O)NC(C)c1ccc2c(c1)OCCO2 (configuration not stated)	-1	2.4	-20	-8	6	-4	-1	-17	3
CCC(Oc1ccccc1)C(=O)Nc1nnc(S(=O)(=O)N2CCCCC2)s1 (configuration not stated)	7	2.0	11	-13	23	-7	-7	-3	8
CC(C)(C)OC(=O)C[C@@H]1C/C=C\C[C@H](CC(=O)N(CCO)Cc2ccccc2)C(=O)N2CCC[C@H]2COC1=O	12	2.1	-13	-1	-6	5	6	16	-1
CCn1c(SCC(=O)NC2CCCC2)nc2c1c(=O)n(C)c(=O)n2C	1	1.1	-2	0	12	-12	-9	1	-4
Cc1nc2c(C)cccc2cc1C(=O)N/N=C/c1ccc(N(C)C)cc1	0	-0.3	-16	-6	-1	5	-13	-25	-4
CC1CCCN(C(=O)Cn2c3ccccc3c3nc4n(c(=O)c32)CCS4)C1 (configuration not stated)	-2	2.0	-12	-6	13	-15	-18	-6	-5
O=C(NCc1ccc2c(c1)OCO2)C1CC(c2ccc(Cl)cc2)=NO1 (configuration not stated)	5	2.3	1	-18	13	12	-9	-1	-1
CC(C)(C)N(Cc1ccccc1)C(=O)COC(=O)Cn1[nH]c(=O)c2ccccc2c1=O	4	0.7	/	/	13	14	-13	-6	-2
COc1ccccc1NC(=O)Cn1cnc2c(nc3n2CCCCC3)c1=O	2	-0.2	6	-6	0	-2	-1	9	-3
CCOC(=O)c1c(N)ssc1=S	-2	0.4	-7	-3	10	-5	-5	16	-4
NC1=NN=C(c2ccc3c(c2)OCCO3)CS1	-1	0.3	-8	-8	6	-10	-9	-7	-7
CCc1nc(C(N)=O)c2[nH]c(=O)n(-c3ccc(OC)cc3OC)c2n1	/	0.8	-9	-11	15	/	-17	-21	-2
CCCC(=O)N1CCN(c2ccc(NC(=S)NC(=O)CC)cc2)CC1	5	1.7	-6	-8	-12	-21	5	-1	14
CC(=O)Nc1ccc(S(=O)(=O)NCCC(=O)OC(C)C(=O)NC2(C#N)CCCCC2)cc1 (configuration not stated)	2	-0.5	-16	-1	15	-4	-9	-11	-1
COc1ccc(-c2nn(-c3ccccc3)cc2/C=N/Nc2ccc(S(N)(=O)=O)cc2[N+](=O)[O-])cc1OC	2	0.1	-16	-12	-12	3	1	-1	-4
Cc1cccn2cc(CNC(=O)c3ccco3)nc12	7	-0.8	9	-5	-6	-11	23	0	-4
CCN(CC)c1ccc(S(=O)(=O)N(CC)CC)cc1NC(=O)C1CCCC1	-2	0.2	14	-3	10	-14	-1	-11	-13
Cc1ccc(S(=O)(=O)N2CCN(CCOc3ccccc3)CC2)cc1	-2	0.7	/	/	10	1	-6	-11	-5
COc1cccc(-c2csc(N3CCN(CC(=O)NNC(=O)c4ccc(Br)cc4)CC3)n2)c1	15	0.0	-9	-13	14	37	-2	-9	0
